High-throughput results from PubChem BioAssay.
HDAC3 inhib: HDAC3 deacetylase inhibitors, primary screen, biochemical, fluorescence, cell-free homogeneous. recombinant HDAC3, fluorogenic peptide/trypsin coupled. inhibition, % at 8.3 µM. hit rate 0.15% among 320,000; in the data active means inhibition above about 26%, passing the limit was not always enough; inconclusive means no clear call, values can overlap the other calls
Target sequence (O15379 whole entry, looked up): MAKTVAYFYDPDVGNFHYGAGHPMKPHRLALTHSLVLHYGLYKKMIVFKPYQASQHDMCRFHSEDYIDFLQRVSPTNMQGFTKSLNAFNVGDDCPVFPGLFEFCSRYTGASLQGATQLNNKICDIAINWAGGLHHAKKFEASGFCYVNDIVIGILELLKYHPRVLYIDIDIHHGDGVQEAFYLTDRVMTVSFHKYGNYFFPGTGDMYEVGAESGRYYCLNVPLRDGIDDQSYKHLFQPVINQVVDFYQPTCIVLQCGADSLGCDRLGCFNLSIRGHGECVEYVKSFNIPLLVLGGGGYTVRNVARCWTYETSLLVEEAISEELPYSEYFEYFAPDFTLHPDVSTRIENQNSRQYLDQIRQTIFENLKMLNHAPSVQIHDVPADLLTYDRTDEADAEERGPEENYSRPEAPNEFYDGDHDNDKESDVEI
HIF act: HIF pathway transcriptional activators, primary screen, cell-based, U2OS HRE-luciferase, luminescence. U2OS HRE-luciferase reporter; normalized: DMSO 0%, desferrioxamine 100%. activation, % at 7.5 µM (by protocol). hit rate 0.32% among 300,000. AID 1910, 2009;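 active means mean activation of at least 10% of the iron chelator positive control signal, with at least half of replicates also reaching 10%; inconclusive means mean and replicate majority disagree about reaching 10%; inactive means mean and most replicates under 10%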
aSyn 5UTR inh: MLPCN primary screen, SNCA 5' untranslated region; hit rate 0.82% among 300,000; inhibition, % (tested at 7.5 µM); alpha-synuclein 5'UTR reporter, inhibitor activity; AID 1813, 2009; in the data active means inhibition above about 60%; inconclusive means no clear call, values can overlap the other calls;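 further: H4 neuroglioblastoma cells stably carrying SNCA 5'UTR luciferase fusion; 0% = DMSO wells and 100% = positive control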
HSF1 inhib: HSF1 inhibitors in luciferase reporter cells, primary screen, cell-based, NIH3T3, luminescence. NIH3T3-HGL HSE-luciferase, MG132-induced, luminescence 8 h; active compounds read low. activity change, negative = inhibition, % at 7.5 µM (by protocol). hit rate 0.77% among 300,000. AID 2098, 2009;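 active means more than half of replicate wells show activity change below -50%, luminescence cut by over half; inconclusive means some wells, but at most half, below -50%; inactive means no replicate well below -50%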;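 further: luciferase reports HSF-1 transcriptional activity via heat shock element; 0% = median of DMSO wells and -100% = zero luminescence signal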
AI-2 QS mod: Vibrio harveyi AI-2 quorum sensing modulators, primary screen, JMH597 strain, luminescence/OD600 ratio; Vibrio harveyi JMH597 AI-2 luminescence/OD600 ratio, 9 h; active compounds read low; strain lacks LuxN and CqsS sensors; 0 = neutral-control median; activity change, % at 7.5 µM; hit rate 0.4% among 300,000; AID 2094, 2009; in the data active means activity change below about -75%, passing the limit was not always enough; inconclusive means no clear call, values can overlap the other calls;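 further: luminescence divided by OD600 gain over 9 h not by final OD600 alone; inactives centre near 13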
HSF-1 act: HSF-1 activators, primary screen, NIH3T3-HGL cells, MG132 stress, luminescence, single point; activation, % at 9 µM; NIH3T3-HGL HSF-1 luciferase reporter, 8 h; 100% = twice DMSO control signal; hit rate 1.7% among 300,000;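 active means mean replicate activation of at least 50% with a set share of replicates each reaching 50%; inconclusive means only one of those two conditions met; inactive means mean below 50% and too few replicates reaching it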;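 further: 0% = median of the neutral control wells and 100% = twice that signal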
HSP90 inh: HSP90 inhibitors, primary screen, cell lysate, luminescence; hit rate 0.91% among 290,000; Heat shock protein HSP 90 (rabbit reticulocyte lysate; luciferase refolding); Rabbit reticulocyte lysate, luciferase refolding luminescence, 3 h; inhibition, % at 5.6 µM; AID 1789, 2009;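 active means inhibition above the screen-wide mean plus 3 SD, computed separately per campaign, cut at about 16% in these data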;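 further: 0% = DMSO wells and 100% = 60 µM geldanamycin wells; inhibitors lower the luminescence because luciferase stays unfolded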
IEC-6 tox: cytotoxicity in IEC-6 intestinal epithelial cells, primary screen, cytotoxicity control for KLF5 inhibitor project, cell-based, luminescence; IEC-6 cytotoxicity, luminescence viability; hit rate 0.78% among 290,000; AID 1825, 2009; inhibition, % at 5 µM; in the data active means inhibition above about 22%;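 further: 0% = plate median of test compound wells and 100% = cytotoxic reference compound wells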
KLF5 inh: KLF5 expression inhibitors, primary screen, DLD-1 cells, luminescence | DLD-1 KLF5 promoter-luciferase reporter | inhibition, % at 5 µM | hit rate 0.23% among 290,000 | AID 1700, 2009;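 active means inhibition above a per-plate limit of that plate's mean compound inhibition plus 3 SD, cut at about 60% in these data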;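 further: 0% = DMSO wells and 100% = LY294002 at 200 µM; higher means less KLF5 promoter-driven luciferase light; inactives centre near -14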
Platelet DG rel: inhibitors of platelet dense granule secretion, primary screen, cell-based, MLPCN, human platelets; AID 1663, 2009; human platelet-rich plasma, SFLLRN dense granule ATP release, luminescence; hit rate 0.22% among 300,000; inhibition, %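 (compounds screened at 7.5 µM in platelet-rich plasma)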;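 active means mean replicate score, as percent of positive control, at or above 50; inconclusive means mean below 50 but at least one replicate at or above 50; inactive means mean and every replicate below 50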
An asterisk follows results filed as active; ? = inconclusive; . = not tested or not shown.

Order of values – HDAC3 inhib	HIF act	aSyn 5UTR inh	HSF1 inhib	AI-2 QS mod	HSF-1 act	HSP90 inh	IEC-6 tox	KLF5 inh	Platelet DG rel
COC(=O)NC(=S)Nc1ccc(Oc2ccc(Cl)cc2Cl)c(Cl)c1
  2	0.4	-2	-4	17	-3	-1	12	6	-3
COc1ccccc1N(CC(=O)NCCc1ccccc1)S(C)(=O)=O
  0	0.3	19	2	12	-7	1	3	-2	13
Cc1ccc(CC2S/C(=C(/C#N)C(=O)N3CCOCC3)N(c3ccccc3)C2=O)cc1 (stereo unspecified)
  2	-0.2	-7	20	4	20	1	2	-14	4
CC(C)c1noc2ncc(C(=O)c3cc(Cl)cc(Cl)c3O)cc12
  -3	0.1	11	3	10	34	3	-2	-15	-5
CCOc1ccc2nc(NC(=O)c3cccnc3)sc2c1
  3	1.9	-44	10	-2	2	3	-2	-105	22
O=C(C[n+]1ccc(CCSc2ccc(F)cc2)cc1)c1ccccc1
  -4	0.0	-20	-1	26	20	-3	-4	-15	-3
Nc1ccccc1SCc1csc(-c2ccc(Cl)cc2)n1
  4	2.0	-72	4	10	5	0	1	-29	-4
CC1CCCCC12NC(=O)N(CC(=O)NCCc1ccccn1)C2=O (stereo unspecified)
  -3	0.1	1	-38	23	-51	-2	-3	-21	3
Cc1ccc(C)c(NC(=S)NNC(=O)c2ccc(Br)o2)c1
  6	0.2	-8	14	-4	33	-1	-9	-44	5
COc1ccc(S(=O)(=O)N(C)c2ccc(C(=O)NC3CC3)cc2)cc1
  -9	-0.4	-10	-4	15	0	-2	-2	7	1
COCCn1c(SC(C)C(=O)NCC2CCCO2)nc2sc3c(c2c1=O)CCC3 (stereo unspecified)
  3	-0.3	5	0	28	1	.	.	.	2
COc1cc(C(=S)N2CCOCC2)ccc1OS(=O)(=O)c1ccc(NC(C)=O)cc1
  -3	-0.5	-15	-4	28	-14	-2	3	-45	1
Nc1[nH]ncc1-c1ccc(Cl)cc1
  0	-0.6	10	-3	14	-4	2	6	-12	3
Cc1nc2ccccc2n1Cc1ccc(Br)cc1
  -1	-0.5	-26	-7	18	-10	.	.	.	-1
CN1CCN(C(N)=NC(=O)c2ccccc2)CC1
  -1	-0.3	-10	-4	15	-13	0	-3	-13	4
CC1(c2ccccc2)NC(=O)N(CC(=O)N2CCN(S(=O)(=O)c3cccc([N+](=O)[O-])c3)CC2)C1=O (stereo unspecified)
  .	0.3	1	-6	11	6	.	.	.	12
CC(/C=C/c1ccccc1)=N\Nc1nc(C)cc(C)n1
  3	-0.2	-96	-2	5	-6	3	9	-14	2
CC(OC(=O)CSc1ccc([N+](=O)[O-])cc1)C(=O)NCc1ccco1 (stereo unspecified)
  6	0.0	3	2	17	-2	.	.	.	-2
C/C(=N\NC(=O)COc1ccc(C(C)(C)C)cc1)c1ccc(N2CCOCC2)cc1
  -5	0.1	-22	6	7	15	-2	9	-36	16
Cc1cc(C)n(CC(=O)NCCC2=CCCCC2)n1
  -3	-1.3	6	1	12	8	5	-4	-1	-7
COc1cccc(OCC(=O)O/N=C(\N)c2ccc(OC)c(OC)c2)c1
  5	-0.1	5	3	-25	8	0	2	-20	8
CN(C)C(=O)C[n+]1cccc(/C=N/O)c1
  -8	-0.1	-7	-2	7	11	5	4	-8	-2
C=CCc1ccc(OCC(O)CO)c(OC)c1 (stereo unspecified)
  1	-0.4	-9	22	23	71*	-2	2	-19	-6
CCC(Sc1nc(=O)cc(N)n1-c1cccc(C)c1)C(=O)Nc1cc(C)on1 (stereo unspecified)
  2	4.4	14	-30	18	-39	-1	1	-27	3
CCCCN(C(=O)CSc1nncn1-c1ccccc1OC)c1c(N)n(Cc2ccccc2)c(=O)[nH]c1=O
  -1	0.4	15	-3	27	-7	4	7	-7	-2
COc1ccc(C(=O)NCc2cnn(C)c2C)cc1OC1CCN(C(C)C)CC1
  .	-0.2	-15	-8	14	-9	3	1	-47	-6
COCc1cc(=O)[nH]c(Sc2c(-c3ccccc3)c3ccc(Cl)cc3[nH]c2=O)n1
  2	-0.2	24	-5	14	1	4	6	-13	9
CCN(CC)c1ccc(/C=C(\C#N)C(=O)NCc2ccco2)cc1
  2	.	.	.	.	.	3	-6	-85	.
CCOC(=O)CCC(NC(=O)c1ccccc1C(=O)NC(CCC(=O)OCC)C(=O)OCC)C(=O)OCC (stereo unspecified)
  -8	-0.1	-3	1	21	10	0	-4	6	3
Cc1cccn2c(=O)c3cc(C#N)c(=NC(=O)c4cccs4)n(CCCOC(C)C)c3nc12
  -59	0.3	2	6	2	28	-2	-13	-13	-4
COc1cc(NC(=O)CCCNC(=O)c2ccc(Cl)cc2)cc(OC)c1
  -2	0.5	-4	1	3	-6	-5	2	-15	7
CCc1nc2c(sc3nc4c(cc32)COC(C)(C)C4)c(=O)n1Cc1ccccc1
  -2	-0.1	3	-2	3	4	1	6	-38	7
COC(=O)[C@@H](NC(=O)NCCC1=CCCCC1)C(C)C
  10	3.2	15	1	38	11	-3	-8	4	4
CCC(=NCCc1ccccc1)C1=C(O)CCC1=O
  -3	0.4	-9	12	17	4	-8	-4	-22	5
CCOc1ccccc1N(C(=O)Nc1ccc(Cl)cc1)C1=NCCS1
  -5	1.8	-19	10	15	31	4	0	-29	9
O=S(=O)(c1cccc2nsnc12)N1CCN(c2ccc(F)cc2)CC1
  0	-0.5	21	-7	5	-2	-5	-4	-23	3
COc1ccccc1CNC(=O)Cc1ccccc1
  3	0.7	-77	3	31	19	-1	-5	-49	-1
CCn1cc(CN2CCC(C(=O)Nc3ccc(Oc4ccccc4F)cc3)CC2)c(C)n1
  3	-0.5	0	-2	26	1	1	3	-44	11
COc1ccc(CNC(=O)CSc2nnc(C(F)(F)F)n2C)cc1
  1	0.7	-15	-4	10	4	-6	1	6	2
O=C(Nc1ccccc1N1CCN(C(=O)c2ccc(Cl)cc2)CC1)c1cc2ccccc2o1
  -5	-1.2	36	6	11	17	-1	-3	-15	2
Cc1ccc(N2C(=NC(=O)c3ccccc3)SC3CS(=O)(=O)CC32)cc1 (stereo unspecified)
  10	-0.4	-12	1	27	-9	0	-1	6	-2
CCOc1ccc(-n2c(C)cc(/C=N/Nc3nc(C)cc(=O)[nH]3)c2C)cc1
  6	-0.6	6	-4	28	-4	1	-2	-33	6
O=c1ccc(/C=C/c2ccccc2)nn1Cc1ccc(Cl)cc1Cl
  -4	-0.2	4	3	0	0	1	-1	-35	-4
CCc1ccc2n(-c3ccc(OC)cc3)c([S-])c(C(=O)Nc3cc(C)cc(C)c3)[n+]2c1
  .	0.2	-1	-4	7	-10	6	7	5	-1
Cc1ccccc1N1CCN(C2CCCN(C(=O)c3ccccn3)C2)CC1 (stereo unspecified)
  -9	-0.1	12	-5	1	-5	11	-3	-7	-4
Cn1cc(/C=C(\NC(=O)c2ccccc2)C(=O)NCCCN2CCOCC2)c2ccccc21
  8	-0.7	6	0	18	-9	-9	-8	-15	15
Cc1cc(C)cc(NC(=O)CN2C(=O)COc3ccc(S(=O)(=O)N4CCCC4)cc32)c1
  ?	-0.6	9	2	25	14	0	0	3	4
Oc1ccc(Cl)cc1CNc1nccs1
  3	-1.2	-14	1	-79*	-4	-1	2	-15	4
CCn1c(/C=C\c2ccccc2C)nc2ccccc2c1=O
  11	0.7	-63	7	24	33	2	6	-3	-7
O=C(Cn1c(=O)oc2ccccc21)Nc1nc(-c2ccc(Br)cc2)cs1
  -6	-0.3	22	-20	23	-29	0	-3	-2	9

Next part:
Order of values – HDAC3 inhib	HIF act	aSyn 5UTR inh	HSF1 inhib	AI-2 QS mod	HSF-1 act	HSP90 inh	IEC-6 tox	KLF5 inh	Platelet DG rel
COCCCNS(=O)(=O)c1ccccc1
  4	-0.4	-1	-8	17	1	-1	-2	-7	2
CCOC(=O)N1CCN(CCC(=O)Nc2ccc(OC)cc2OC)CC1
  -2	-0.2	-1	-5	8	-24	-2	-3	-28	-8
Cc1c(N=Cc2cccnc2)c(=O)n(-c2ccccc2)n1C
  3	0.2	4	-12	4	-2	-1	-2	-9	1
COC(=O)c1ccc(CSc2nnc(NC(=O)C3CC(=O)N(Cc4ccc(C)cc4)C3)s2)cc1 (stereo unspecified)
  5	-0.1	8	4	13	-10	-2	-2	-32	-2
CN(CC1COc2ccccc2O1)C(=S)Nc1ccccc1 (stereo unspecified)
  -17	-0.4	-20	13	15	8	4	1	-24	6
Cc1cccc(CN2CCN(CC(C)C)C(CCO)C2)n1 (stereo unspecified)
  2	-0.2	4	0	-2	-2	3	8	-28	1
N/C(=N\OC(=O)c1cccc(Br)c1)c1ccccc1
  -3	2.2	-305	12	24	29	-3	7	-21	-2
Fc1cccc(F)c1CN1CCN(c2ncccn2)CC1
  1	-0.2	20	2	15	15	-1	-2	-9	2
O=C(NNS(=O)(=O)c1ccc(F)cc1)C1CCN(S(=O)(=O)c2ccccc2)CC1
  1	-0.2	5	-7	21	-12	2	1	5	1
O=C(CN1CCOCC1)N/N=C/c1ccc(-c2ccc(Br)cc2)o1
  5	0.1	7	-1	41	7	2	1	-30	-1
Cc1cccc(OCCn2ccnc2)c1
  -2	-1.8	8	-6	21	-22	-6	4	-1	3
CC(C)(C)C(=O)Nc1cccc(-c2nnc(-c3cccc(NC(=O)C(C)(C)C)c3)o2)c1
  ?	-0.4	-11	-18	8	-25	-1	-3	-24	-1
Cc1cccc(S(=O)(=O)Nc2ccc(-n3c(C)nc4ccccc4c3=O)cc2)c1
  -4	-10	-17	6	8	7	.	.	.	1
CCn1cc(CCC(=O)NC2CCCC2)c2ccccc21
  7	1.4	-6	-1	18	6	-4	-4	-43	-3
COc1ccc2c(CC(=O)NC(Cc3ccc(Cl)cc3)C(=O)O)cc(=O)oc2c1C (stereo unspecified)
  -45	-18	-1	-23	29	-37	0	-4	-57	4
CSCCC(NS(=O)(=O)c1ccc(Br)cc1)C(=O)OCC(=O)NC1CC1 (stereo unspecified)
  1	-0.5	10	6	18	6	-1	-5	-36	-1
Cn1[nH]c(=O)c2ccccc2c1=O
  -2	.	-15	-6	33	-2	-4	-1	-10	-4
CC(C)NC(=O)c1ccccc1-c1nc(-c2ccccc2Cl)no1
  -3	0.1	-34	-5	23	-8	-1	3	-11	13
CCn1c(N)c(C(=O)NCc2ccc3c(c2)OCO3)sc1=S
  8	0.1	21	0	13	-5	4	5	12	-2
CC(C)(C)c1nc(N2CCN(C(=O)c3ccco3)CC2)c2nnn(Cc3ccccc3)c2n1
  16	0.0	28	-70*	55	-77	1	-11	6	6
Cn1c(=O)c2c(nc(NCC3CCCO3)n2C)n(C)c1=O (stereo unspecified)
  4	-0.1	-11	-6	17	5	3	-5	-18	-7
